Pf Dd2 growth = qHTS Primary assay for Inhibitors of Plasmodium falciparum Dd2 growth in vitro; P. falciparum Dd2 growth, SYBR Green, 72 h; Potency, µM (series often up to 28.9 µM), for the others: top-dose activity, negative = inhibition, hits mostly inhibitors; 4.3% of 120,000 active; AID 1347417, 2020; active = well fitted inhibition curve with a large enough effect; inconclusive = small, poorly fitted or top-dose-only effect; inactive = no such curve, though single readings can be large or run the other way;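 also: plate controls were DMSO vehicle for no effect and reference drug for full effect; nearly all actives have a fitted effect of over 65% in size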
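Infected erythrocytes (Dd2, 0.3% parasitemia, 2.5% hematocrit final) are added to compound in RPMI-1640/Albumax II medium, grown 72 h at 37C in low oxygen, then lysed with saponin/Triton-X containing SYBR Green and read by fluorescence.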
The depositor's hits bear a star; i = inactive; ? = inconclusive; [ ] = dose if it differs, or a comment. Potency is read from the fitted curve at half-maximal effect. These rows are one share of the data. The share of hits here may be higher or lower than overall.

SMILES	Pf Dd2 growth
CC(C)c1cc(C(=O)N2C[C@@H](C)[C@](O)(C3CC3)C2)nc2ncnn12	-4.5%
COc1cc(O)ccc1CN1CCn2nnc(CCC(=O)N3CCCC3)c2C1	-16.6%
N#CC[C@@H](NC(=O)C1=C[C@@H](N)[C@@H](O)[C@H](O)C1)C(N)=O	1.8%[44.1 µM]
COc1cc(SC)ccc1C(=O)N[C@H]1C[C@@](O)(C(=O)N[C@H](C)C(N)=O)C[C@@H](O)[C@@H]1O	36.6%[activator]
Cc1ccc(CNC(=O)c2nnc(Cc3ccc(Cl)cc3)o2)cc1	19.6%
COCCCNC(=O)C1CCN(c2nnc(-n3cccc3CNc3ccc(C)cc3)s2)CC1	-22.1%
O=C(CCC(=O)N1CC2CCCN2c2ccccc21)NCc1ccc(F)cc1 (stereo unspecified)	i
COc1ccc(NC(=O)Cn2c(SCc3ccc(F)cc3)nc3cccnc32)cc1OC	3.5%
CCCS(=O)(=O)N1C[C@@H]2C[C@H](C1)c1ccc(-c3ccc4ccccc4c3)c(=O)n1C2	-29.2%[44.1 µM]
CCCc1noc(-c2ccn3c(CNC(=O)c4cc5ccccc5[nH]4)nnc3c2)n1	-24.4%
COC[C@@H]1CN(Cc2ccc[nH]2)C[C@H]1c1ccncc1	33.3%[activator]
COc1cc(OC)cc(C(=O)N2CCCN(C)c3ccccc32)c1	-14.2%
CSc1cccc(NC(=O)CN2C(=O)COc3ccc(S(=O)(=O)N4CCC(C)CC4)cc32)c1	1.3%
Cc1cccc(C(=O)N2CCc3c(nc(-c4ccncc4)nc3N(C)C)C2)c1	-19.5%
c1ccc(-c2cc3c(ccn3Cc3ccncc3)c(N3CCOCC3)n2)cc1	-6.0%[44.1 µM]
COc1ccc(N(CC(=O)NCc2ccccc2Cl)S(=O)(=O)c2c(C)nn(C)c2C)cc1	-23.4%
COc1ccccc1NC(=O)C1c2ccccc2C(=O)N(Cc2ccccc2)C12CCCC2 (stereo unspecified)	11.2µM*
NC(=O)N1CCCC(C(=O)NCCS(=O)(=O)c2ccc(F)cc2)C1 (stereo unspecified)	24.9%
COc1ccc(Nc2cc(C(=O)NCCc3ccc(C)cc3)c3ccccc3n2)c(OC)c1	-7.3%
COc1ccc(-c2cc3ccc(O)c(CN4CCOCC4)c3oc2=O)cc1	11.2µM*
CC(C)CN1CC(C(=O)NCc2nc(-c3ccccc3)no2)CC1=O (stereo unspecified)	-7.9%
O=S(=O)(c1ccccc1)N(C1CC1)C1CCN(c2ncncn2)CC1	-18.5%
COC(=O)c1ccc(NC(=O)N2CC3CN(C(C)C)CC(C2)O3)cc1	-15.5%
COc1cccc(CN2CC[C@H](c3nc4ccccc4[nH]3)C2)c1	-21.3%[44.1 µM]
CCOc1cccc(-c2nnc(CCC(=O)N3CCC(Cc4ccccc4)CC3)c(=O)[nH]2)c1	i

Look-ups from the results shown.
Pf Dd2 growth with O=S(=O)(c1ccccc1)N(C1CC1)C1CCN(c2ncncn2)CC1 → -18.5%
Pf Dd2 growth with COc1ccc(NC(=O)Cn2c(SCc3ccc(F)cc3)nc3cccnc32)cc1OC → 3.5%
Pf Dd2 growth with COc1ccc(N(CC(=O)NCc2ccccc2Cl)S(=O)(=O)c2c(C)nn(C)c2C)cc1 → -23.4%

The listing picks up, starting 5 compounds before the break.
SMILES	Pf Dd2 growth
CC(C)CN1CC(C(=O)NCc2nc(-c3ccccc3)no2)CC1=O (stereo unspecified)	-7.9%
O=S(=O)(c1ccccc1)N(C1CC1)C1CCN(c2ncncn2)CC1	-18.5%
COC(=O)c1ccc(NC(=O)N2CC3CN(C(C)C)CC(C2)O3)cc1	-15.5%
COc1cccc(CN2CC[C@H](c3nc4ccccc4[nH]3)C2)c1	-21.3%[44.1 µM]
CCOc1cccc(-c2nnc(CCC(=O)N3CCC(Cc4ccccc4)CC3)c(=O)[nH]2)c1	i
Cc1cc(C)cc(C(=O)NCc2nnc3c(-c4nc(C)no4)cccn23)c1	-27.3%
CCOc1ccc(CNCc2c(C(=O)O)n(Cc3ccc(C)cc3)c3cc(C)ccc23)cc1	-1.5%
Cc1noc(C)c1C(=O)N1CCN(S(=O)(=O)c2ccc(Cl)nc2)C(=O)C1	-0.9%
CNC(=O)c1cccc2c1CCN2C(=O)Nc1ccc(F)cc1	i
CCS(=O)(=O)N1[C@H]2CC[C@@H]1c1cnc(C)nc1C2	-5.7%
Cc1c(C(=O)Nc2ccc(F)cc2F)oc2c1-c1nn(Cc3c(F)cccc3Cl)cc1CC2	-1.6%
Cc1noc(C)c1CC(=O)NCC1Cn2cccc2C(=O)N1CC(C)C (stereo unspecified)	27.9%
CCNC(=O)N1CCOc2ccc(CCC(=O)N3CCCCC3c3cccnc3)cc2C1 (stereo unspecified)	-26.6%
O=C(Cn1c(=O)n(CC2CCC(C(=O)NCCc3ccccc3)CC2)c(=O)c2ccccc21)Nc1ccccc1 (stereo unspecified)	-11.0%
Cc1nn2c(=O)cc(COC(=O)c3cccc(NC(=O)c4ccc(C(C)(C)C)cc4)c3)nc2s1	i
COC(=O)c1ccccc1NC(=O)CSc1nc2ccccc2nc1Cc1ccc(F)cc1	57.5%[activator]
Cc1ccccc1Oc1c(CCC(=O)N2CCSCC2)c(C)nn1-c1ccccc1C	?
COc1ccc(CCc2nc3nccc(-c4ccc(OC)cc4)n3n2)cc1	-7.8%
COc1ccccc1N1CCN(C(=O)c2nn(C)c3c2CS(=O)(=O)c2ccccc2-3)CC1	-4.1%
CC12CN3CC(c4ccccc4)(CN(C1)C3c1ccc(Cl)cc1)C2=O (stereo unspecified)	28.9%
Clc1ccc2c(c1)-c1c(cnc3cc(-c4ccccc4)nn13)CO2	42.4%[activator]
Cc1ccccc1C(C(=O)NCc1nc(-c2ncccn2)no1)N(C)C (stereo unspecified)	-5.3%
CCc1cccc(OC2CN(C(=O)C3CCCN(CC(N)=O)C3)C2)c1 (stereo unspecified)	?
CCOc1ccccc1NC(=O)N1CCCCCCNC(=O)[C@H]2CCC[C@H]21	-29.5%
CCOc1ccccc1CN1C[C@@H](CO)[C@H](NC(=O)C2CC2)C1	7.94µM*
COc1ccc(C2CC(=O)N(Cc3ccc(C)cc3)c3c2c(C)nn3-c2nc(C)cc(C)n2)c(OC)c1 (stereo unspecified)	-22.1%
O=C1CCN(C(=O)[C@@H]2CCCN2C(=O)Nc2ccccc2)CCCCCCN1	1.0%
COc1ccccc1OCC(=O)Nc1nc2c(s1)CC(C)CC2 (stereo unspecified)	86.5%[activator]
O=c1n(-c2ccncc2)nc2n1CCN(Cc1ccsc1)C2	i
Cn1cnc(S(=O)(=O)N2CCOc3ccc(CCC(=O)NCC4CC4)cc3C2)c1	-13.3%

Further compounds
SMILES	Pf Dd2 growth
COCCn1c(CN2C(=O)COc3ccccc32)nnc1C1CC(N)C1 (stereo unspecified)	-11.9%
Cc1ncc(C(=O)N2CCC3(CC(=O)NC3=O)C2)c(-c2ccccc2)n1 (stereo unspecified)	-10.1%
Cc1ccc(C(=O)N2CCC[C@H]2c2nc(-c3ccccc3)no2)cc1	i
CCOC(=O)c1c(C)oc2ncnc(Nc3ccc(OCC)cc3)c12	-1.3%
COc1ccc(CN2C(=O)CO[C@H](c3ccc(NC(=O)Cc4ccccc4)cc3)[C@H]2CO)cc1	i
CC1=NS(=O)(=O)N(C)C=C1C(=O)OCc1nc(-c2ccccc2F)no1	10.6%
COc1ccc(OC)c(C2=NS(=O)(=O)N(C)C(C(=O)Nc3ccc(F)cc3F)=C2)c1	?
COCCN1Cc2nc(-c3ccsc3)ccc2OCC1=O	-8.4%[44.1 µM]
O=C(c1ccncc1)N1CCCC(CN2CCCC2)CC1 (stereo unspecified)	8.9%
Cc1csc(NC(=O)C2(C)COCc3cnc(Nc4ccccc4)nc32)n1 (stereo unspecified)	i
C#CCN(C)C(=O)c1c(-c2ccccc2)noc1[C@H](C)O	-14.0%[44.1 µM]
O=C(C1CCCCC1)N1CCN(c2nnc3ccc(C(F)(F)F)cn23)CC1	-9.6%
Cn1c(C(=O)N2CCCC(C(=O)N3CCN(c4ccccc4)CC3)C2)cc2sccc21 (stereo unspecified)	-3.2%
O=C(c1cc2ccccc2[nH]1)N1CCC2(CC1)CN(c1ccncn1)CC2CO (stereo unspecified)	?
O=C1NCCCCCCN(C(=O)C2(c3ccccc3)CC2)[C@H]2CCCC[C@@H]12	-3.5%
Cc1cccc(-c2nc(C3CC(=O)N(c4ccc(F)c(Cl)c4)C3)no2)c1 (stereo unspecified)	55.3%[activator]
Cc1cn2nc(C(=O)N3CCC(NC(=O)c4cccc(F)c4)CC3)cc2c(=O)[nH]1	-1.1%
COc1ccc(NC(=O)c2ccc(Cn3ccn4nc5c(c4c3=O)CCCC5)cc2)cc1	?
COCCC(=O)N[C@@H]1CN(C)C[C@H]1CN(C)C	16.3%
CNC(=O)[C@@H]1CN(C(=O)COc2ccc(Cl)cc2C)C[C@H]1CO	10.8%
CCOc1ccc(CN2CCCC(CCC(=O)Nc3ccccc3F)C2)cc1CO (stereo unspecified)	i
COc1ccc(OC)c(NC(=O)C(Cc2ccccc2)NS(=O)(=O)c2ccc3c(c2)CCC(=O)N3)c1 (stereo unspecified)	?
O=C(Cc1ccc(F)cc1)N1CCN(C(=O)c2nnn3c2COC(c2ccc(Cl)cc2)C3)CC1 (stereo unspecified)	?
CC(C)N1C[C@H](O)C[C@H]1c1nc(-c2cccc([N+](=O)[O-])c2)no1	-12.4%[44.1 µM]
Cc1n[nH]c(C)c1-c1ccc(CN(C)C)cc1O	-8.3%

4 compounds from above, arranged by heavy-atom count, lowest first.
SMILES	Pf Dd2 growth
Cc1n[nH]c(C)c1-c1ccc(CN(C)C)cc1O	-8.3%
O=C(c1ccncc1)N1CCCC(CN2CCCC2)CC1 (stereo unspecified)	8.9%
O=C(c1cc2ccccc2[nH]1)N1CCC2(CC1)CN(c1ccncn1)CC2CO (stereo unspecified)	?
COc1ccc(OC)c(NC(=O)C(Cc2ccccc2)NS(=O)(=O)c2ccc3c(c2)CCC(=O)N3)c1 (stereo unspecified)	?

(further entries)
SMILES	Pf Dd2 growth
Cn1nccc1C(=O)N1CCC(Cc2nc(C3CCOCC3)no2)CC1	46.0%[activator]
COc1ccc(CCNC(=O)CCCCCn2c(=O)[nH]c3cc(OC)c(OC)cc3c2=O)cc1OC	-12.3%
Cc1cccc(Cl)c1NC(=O)Cn1ccn2nc(-c3ccc(F)cc3)c(CO)c2c1=O	-18.9%
COc1ccc(NC(=O)Cn2c(=O)n(Cc3nc(C)no3)c(=O)c3cc4c(cc32)OCO4)cc1	-23.9%
CN(C)Cc1nnc(C2CC(NC(=O)c3cnc4ccccc4n3)C2)n1C (stereo unspecified)	-24.5%
CS(=O)(=O)N(C1CCOCC1)C1CN(S(=O)(=O)c2ccccc2)C1	0.9%
COc1ccc(NC(=O)C2CCN(S(=O)(=O)c3ccc4[nH]c(=O)ccc4c3)CC2)c(OC)c1	55.0%[activator]
CS(=O)(=O)N1CC2(CCCN2Cc2ccc(Cl)cc2)Cc2ccccc21 (stereo unspecified)	-19.6%
Cc1oc2c(c1C(=O)NC1CCN(C)CC1)CN(C)CC2	8.5%
COC1CCN(C(=O)Cc2c[nH]c3ncc(-c4cnn(C)c4)cc23)CC1	i
O=C(NCc1ccc(F)cc1)[C@@H]1C[C@H](c2ccc(F)cc2)N([S+](=O)([O-])C2CC2)C1	-1.6%[44.1 µM]
COCCCNc1nc2c(S(=O)(=O)c3ccc(C(C)C)cc3)nnn2c2ccccc12	-17.5%
O=C(c1ccc(Cl)cc1)N1CCN(c2cc(-c3ccc(F)cc3)[nH]n2)CC1	-4.8%
O=c1c2c(CO)c(-c3ccc(F)cc3)nn2ccn1CCOc1ccccc1	i
O=C(O)[C@@H]1CN(Cc2ccccc2)C[C@@H]1C(=O)N1CCCCC1	-12.8%
CC(=O)NC[C@H]1CCN(Cc2cccc(Cl)c2F)C[C@H]1N(C)C	?
Oc1ccccc1CN1CCNc2cnc(OCc3cccnc3)cc2C1	i
CC(=O)N1CC2(Cc3ccccc31)CN(C(=O)Cc1ccc(F)cc1)C2	i
CCN(CC1CCCN(CCc2cccc(OC)c2)C1)C(=O)CSC (stereo unspecified)	?
COc1ccc(C(=O)Nc2ccc3c(c2)CN(Cc2ccccc2Cl)C(=O)C(C)O3)cc1OC (stereo unspecified)	?
Clc1ccccc1C1(c2ccnc(NC3CCC3)n2)CCNCC1	7.08µM*
CCc1nc(-c2nnn3c2COC(c2ccc(OC)cc2)C3)no1 (stereo unspecified)	i
CCC(CC)C(=O)NC[C@H]1O[C@H](Cc2cc(-c3ccc(F)cc3)on2)CC[C@@H]1O	i
COc1ccccc1CNC(=O)c1oc2ccc(S(=O)(=O)N3CCCCC3)cc2c1C	?
COc1ccccc1OCCNC(=O)C1CC(=O)N(c2n[nH]c3cccc(F)c23)C1 (stereo unspecified)	1.1%

Further structures.
SMILES	Pf Dd2 growth
CCCn1c(NCc2ccc(N(CC)CC)cc2)nc2ccccc21	6.7%
O=C(Cc1cccc(Cl)c1)N1CCc2c(n(Cc3ccccc3)n(-c3ccccc3)c2=O)C1	?
Cc1ccc(Cn2c(SCC(=O)NCc3ccccc3Cl)nc3ccsc3c2=O)cc1	i
COCCN1CC(CO)C2(CCN(Cc3cccs3)CC2)C1 (stereo unspecified)	?
CCc1nc(-c2ccc(OC3CCN(C(=O)COc4ccc(F)cc4)C3)cc2)no1 (stereo unspecified)	49.1%[activator][5.79 µM]
Cc1ccc(-c2cn3cccnc3n2)cc1NC(=O)Cc1ccccc1	?
CCN1C(=O)C2CC3(CCN(Cc4ccc5[nH]ccc5c4)CC3)CN2C1=O (stereo unspecified)	?
O=C(CCC1CCCC1)N1CC(c2noc(COc3ccccc3)n2)C1	i
COc1ccccc1-c1nc(C(=O)NCc2ccc(F)cc2)n2ccncc12	?
COc1ccc(CN2C(=O)[C@@H]3C[C@@H](CN3Cc3ccc4c(c3)OCO4)Oc3ccccc32)cc1	54.0%[activator]
Cc1ccc(C)c(N(C)C(=O)Cc2c(C(=O)O)[nH]c3ccc(Cl)cc23)c1	-8.8%
O=C(c1ccco1)N1CCCC(n2cc(-c3nc(C4CC4)no3)nn2)C1 (stereo unspecified)	i
